Screening data deposited in PubChem by National Center for Advancing Translational Sciences (NCATS).
JMJD2E inh: qHTS Assay for Inhibitors of Human Jumonji Domain Containing 2E (JMJD2E); JMJD2E catalytic domain, FDH-coupled NADH fluorescence (FDH is formaldehyde dehydrogenase); Potency, µM (series often up to 57.1 µM), without a hit: top-dose activity change, negative = inhibition, actives largely listed as inhibitors; 230,000 compounds, 1.6% hits; active means well fitted inhibition curve with a large enough effect, not every such curve was filed as active; inconclusive means small, poorly fitted or top-dose-only effect, or another doubt; inactive means no such curve, though single readings can be large or run the other way;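 further: 0% = wells with enzyme and -100% = buffer wells without enzyme; nearly all actives have a fitted effect of over 50% in size; many of its hits are not listed in these tables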
Target sequence (B2RXH2 1-337 limits assumed): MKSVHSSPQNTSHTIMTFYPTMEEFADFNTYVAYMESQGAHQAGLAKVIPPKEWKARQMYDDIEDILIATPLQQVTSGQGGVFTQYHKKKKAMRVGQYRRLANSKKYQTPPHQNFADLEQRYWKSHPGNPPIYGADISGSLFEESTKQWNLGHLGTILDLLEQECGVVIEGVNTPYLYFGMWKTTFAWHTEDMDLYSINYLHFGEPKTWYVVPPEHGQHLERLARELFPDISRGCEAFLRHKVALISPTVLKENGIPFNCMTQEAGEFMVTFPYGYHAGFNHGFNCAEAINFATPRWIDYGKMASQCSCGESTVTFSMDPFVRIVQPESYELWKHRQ
Tau fibril ThT: qHTS for Inhibitors of Tau Fibril Formation, Thioflavin T Binding. recombinant tau K18 P301L, heparin-induced fibrillization, ThT fluorescence. Potency, µM (highest dose often 57.4 µM), without a hit: at the top dose activity, negative = inhibition, usual class: inhibitors. Microtubule-associated protein tau (Homo sapiens), P10636. 270,000 compounds, 2.1% hits; further: on the % scale 0 is the no-effect control and ±100 the full control effect; nearly all actives have a fitted effect of over 55% in size
Target sequence (P10636 561-689 P618L limits assumed): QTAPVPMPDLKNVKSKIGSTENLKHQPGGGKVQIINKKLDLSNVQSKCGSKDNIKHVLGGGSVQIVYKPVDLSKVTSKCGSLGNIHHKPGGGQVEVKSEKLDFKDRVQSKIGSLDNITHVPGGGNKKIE
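Heparin-induced fibrillization of the P301L-mutant K18 repeat-domain fragment of human tau was followed by ThT binding in quantitative high-throughput format.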
Tau fluor cs: Counterscreen qHTS for Inhibitors of Tau Fibril Formation, Fluorescence Polarization; Potency, µM (series often up to 57.7 µM), for inactives: at the top dose activity change, negative = decrease; 280,000 compounds, 0.93% hits; tau K18 P301L Alexa594 fluorescence, heparin fibrillization; further: on the % scale 0 is the no-effect control and ±100 the full control effect; nearly all actives have a fitted effect of over 55% in size
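Human tau K18 P301L (15 uM unlabeled, 0.24 uM Alexa 594-labeled) in 100 mM sodium acetate pH 7 with 20 uM heparin, 6 hr at 37 C. ThT 30 uM added, 1 hr ambient; Alexa 594 FP and total fluorescence read at 555/632 nm.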
ALDH1A1 block: qHTS Assay for Inhibitors of Aldehyde Dehydrogenase 1 (ALDH1A1) | Purified ALDH1A1, NADH fluorescence, propionaldehyde substrate | 220,000 compounds, 7.3% hits | Potency, µM (series often up to 75.3 µM), for inactives: top-dose activity, negative = inhibition, actives largely listed as inhibitors | Aldehyde dehydrogenase 1A1 (Homo sapiens), P00352; active means well fitted inhibition curve with a large enough effect, not every such curve was filed as active; inconclusive means small, poorly fitted or top-dose-only effect, or another doubt; inactive means no such curve, though single readings can be large or run the other way;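 further: plate controls were no enzyme wells and a reference inhibitor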
Target sequence (P00352 whole entry, looked up): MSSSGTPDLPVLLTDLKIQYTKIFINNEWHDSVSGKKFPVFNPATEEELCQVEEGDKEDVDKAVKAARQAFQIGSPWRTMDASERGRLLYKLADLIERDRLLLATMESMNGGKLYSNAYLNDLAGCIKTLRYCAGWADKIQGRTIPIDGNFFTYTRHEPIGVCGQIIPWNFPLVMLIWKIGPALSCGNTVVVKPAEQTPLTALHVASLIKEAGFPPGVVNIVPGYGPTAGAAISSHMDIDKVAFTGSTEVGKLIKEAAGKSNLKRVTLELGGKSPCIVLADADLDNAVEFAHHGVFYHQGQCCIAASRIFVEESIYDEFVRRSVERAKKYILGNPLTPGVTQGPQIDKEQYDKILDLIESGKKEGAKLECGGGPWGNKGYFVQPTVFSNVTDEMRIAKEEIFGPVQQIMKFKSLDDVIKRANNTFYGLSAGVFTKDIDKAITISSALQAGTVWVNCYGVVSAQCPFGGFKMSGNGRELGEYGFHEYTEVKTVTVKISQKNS
HttQ103 aggreg: qHTS Multiplex Assay to Identify Dual Action Probes in a Cell Model of Huntington: Aggregate Formation (GFP) | PC12 HttQ103-GFP aggregates, Acumen cytometry, 40 h | Potency, µM (series often up to 46.1 µM), inactives show at the top dose activity change, negative = inhibition, usual class: inhibitors | 220,000 compounds, 1.1% hits | AID 1688, 2009; further: on the % scale 0 is the no-effect control and ±100 the full control effect; nearly all actives have a fitted effect of over 60% in size
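Huntingtin Q103 exon 1–GFP aggregates in induced PC12 cells (100 nM tebufenozide) were quantified by cytometry from lysates, with compounds dosed in titration.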
Tau FP inhib: qHTS for Inhibitors of Tau Fibril Formation, Fluorescence Polarization | Microtubule-associated protein tau (Homo sapiens), P10636 | K18 P301L tau heparin fibrillization, Alexa594 FP, 6 h | Potency, µM (titrated, usually from 57.7 µM), for the others: at the top dose activity, negative = inhibition, usual class: inhibitors | 280,000 compounds, 0.39% hits | AID 1468, 2008; further: on the % scale 0 is the no-effect control and ±100 the full control effect; nearly all actives have a fitted effect of over 55% in size
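Quantitative HTS format: compounds meet 15 uM recombinant K18 P301L tau and Alexa 594-tau tracer in 100 mM sodium acetate pH 7; 20 uM heparin triggers fibrillization at 37 C over 6 hr; FP gives the signal.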
SMN2 splice enh: qHTS Assay for Enhancers of SMN2 Splice Variant Expression. HEK293 SMN2-luciferase splicing reporter, luminescence, 30-36 h. Potency, µM (top dose mostly 46.1 µM), without a hit: at the top dose activity change, positive = activation, most hits filed as activators. 210,000 compounds, 2.8% hits. AID 1458, 2008; further: % of control where 0% means no effect; nearly all actives have a fitted effect of over 55% in size
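qHTS luciferase splicing reporter: luminescence rises when SMN2 exon 7 is included in transfected HEK293 cells. Compound exposure lasted 30-36 h at 37C, with 4.5 mM final sodium butyrate as control, followed by a ONE-Glo read.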
HTT ATP protect: qHTS Multiplex Assay to Identify Dual Action Probes in a Cell Model of Huntington: Cytoprotection (ATP) | Potency, µM (titrated, usually from 56.4 µM), inactives show cytoprotection (ATP increase), hits mostly activators | 230,000 compounds, 0.14% hits | PC12 HTT-Q103 induced, cytoprotection, ATP luminescence, 40 h;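 further: % of control where 0% means no effect; nearly all actives have a fitted effect of over 45% in size; toxic huntingtin expression switched on by the ecdysone agonist tebufenozide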
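PC12 cells with ecdysone-inducible HTT exon 1 Q103-GFP, induced with 100 nM tebufenozide and co-treated with library compounds in a dose series (1536-well, 1500 cells/well). Cytoprotection read as ATP content by ATPlite luminescence.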
* = called active by the depositor; u = inconclusive; x = not tested or not shown; [ ] = remark or other dose. Unless noted, the call rests on the fitted dose curve; in most records, active means well fitted curve in the direction sought with a large enough effect; inconclusive means small, poorly fitted or top-dose-only effect, or another doubt; inactive means no such curve, though single readings can be large; an effect the other way counts as inactive or inconclusive. Potency means the concentration at half of the fitted maximal effect. This is a subset. The share of hits here may be higher or lower than overall.

structure,JMJD2E inh,Tau fibril ThT,Tau fluor cs,ALDH1A1 block,HttQ103 aggreg,Tau FP inhib,SMN2 splice enh,HTT ATP protect
Clc1ccc(CSc2nnc3ccccn23)c(Cl)c1,0%,-6%,-6%,-6%,-13%,9%,u,-1%[10 µM]
CCCCOc1ccc(N(CC(=O)NC(C)(C)CC)C(=O)CCC(=O)Nc2ccccn2)cc1,10%,-13%,-9%,-4%,5%[9.22 µM],3%,x,3%[10 µM]
CCOC(=O)c1c(C)n(S(=O)(=O)c2ccc(C)cc2C)c2ccc(NS(=O)(=O)c3ccc(C)cc3C)cc12,x,-3%,-22%,x,x,-22%,7%,x
O=C(Nc1ccc(S(=O)(=O)Nc2ncccn2)cc1)c1cccnc1,-4%,0%,5%,12%,-11%,-2%,27%,-2%[10 µM]
N/C(=N\OC(=O)c1cccc(Br)c1)c1ccccc1,0%,-3%,-5%,6%,1%,-2%,u,8%
CC(OC(=O)C1CC1)C(=O)Nc1ccc([N+](=O)[O-])cc1Cl (stereo unspecified),-1%,-5%,2%,7%,-5%,3%,4%,3.5µM*
CC1CCc2sc(C(=O)N=Nc3c(O)[nH]c4ccccc34)cc2C1 (stereo unspecified),6%,u,-23%,8%,3%,-4%,u,-15%[1.9 µM]
COc1ccc(N2C(=O)CC(N3CCN(c4ccc(S(=O)(=O)N5CCCC5)cc4)CC3)C2=O)cc1 (stereo unspecified),2%,-8%,-5%,22µM*,-9%,5%,25%,u
CCOC(=O)C1=C(C)NC2=C(C(=O)CCC2)C1c1cccs1 (stereo unspecified),u,2%,1%,u,-2%,4%,14%,0%
COC(=O)CCN(c1ccccc1)S(=O)(=O)c1ccc(OC)cc1,-4%,-8%,-8%,u,23%,4%,-13%,4%
COc1ccccc1C(=O)NC(=S)NNC(=O)c1sc2ccccc2c1Cl,1%,3%,4%,-5%,-26%,u,x,u
CC(C)CC(=O)NC(=S)Nc1ccc(N2CCOCC2)cc1,1%,-9%,-7%,-2%,2%,9%,26%,11%[10 µM]
Cc1ccccc1CSCC(=O)c1c(N)n(CC(C)C)c(=O)n(C)c1=O,-5%,6%,3%,28µM*,12%,9%,-59%[inhibitor],13%
Cc1nc([N+](=O)[O-])c(Br)n1CC(=O)c1ccc(Br)cc1,6%,u,-29%,-1%,12%[9.22 µM],-1%,-14%,-112%[inhibitor]
CCOc1ccc(NC(=O)CSCC(=O)O)cc1,9%,-16%,-8%,-29%,-9%,-5%,u,5%
O=C(c1cc2c(=O)oc3ccccc3c2s1)N1CCN(c2ccccc2)CC1,x,-5%,-3%,x,x,1%,-6%,x
CC(C)Cn1cc(C(=O)N2CCC(C)CC2)c2c3ccccc3n(C)c2c1=O,u,-11%,-6%,u,-6%,1%,-7%,-35%[inhibitor]
COC(=O)Cn1c(=O)c(C(=O)CCl)c(N)n(Cc2ccccc2)c1=O,2%,x,-15%,x,-8%[9.22 µM],-2%,x,24%[10 µM]
CC1CN(CCOc2ccc(Cl)cc2Cl)CC(C)O1 (stereo unspecified),u,-3%,0%,-15%,13%,3%,-17%,29%[10 µM]
Cc1cc(C(=O)N2CCC(C)CC2)on1,-3%,x,-7%,x,-7%[9.22 µM],-4%,x,3%[10 µM]
CCOC(=O)c1cc(CC)sc1NC(=O)CCC(=O)O,u,-6%,-3%,2%,-6%,13%,u,15%
CC1CCN(S(=O)(=O)c2cccc(-c3nnc(-c4cccnc4)o3)c2)CC1,9%,-6%,-11%,1%,-14%,-6%,7%,-1%
Cc1ccc(S(=O)(=O)NCc2ccc3[nH]c(C)cc3c2)cc1,-2%,-20%,u,u,-4%,7%,-28%,9%
COc1cc(NC(=O)COC(=O)/C=C/c2ccccc2Cl)cc(OC)c1,u,3%,-30%,u,1%,u,-5%,x
CC(=O)N1N=C(c2ccc(C)cc2)OC1c1ccc(C(C)C)cc1 (stereo unspecified),-18%,u,-6%,2%,-6%,9%,u,8%
COc1ccc(-c2nc3ncnn3cc2C)cc1F,u,-22%,-12%,u,2%,-8%,x,-40%[inhibitor]
CCOC(=O)c1cnc(-n2nc(C)cc2C)nc1NCc1ccc2c(c1)OCO2,u,u,-7%,-9%,9%,-4%,-18%,-8%
CCOc1ccc(N(CC)C(=O)COc2cc(=O)n(C)c3ccccc23)cc1,13%,u,-5%,-3%,-12%,1%,-11%,2%[10 µM]
Cc1ccc(C(=O)Cn2c(NCCO)nc3ccccc32)cc1,-3%,2%,5%,10%,-11%,3%,11%,-26%[10 µM]
O=C(C(=O)N1CCN(c2cccc(Cl)c2)CC1)c1c[nH]c2ccccc12,1%,u,u,-4%,-20%,u,7%,-20%
Nc1c(N(CCO)C(=O)COc2ccc(Cl)cc2)c(=O)[nH]c(=O)n1Cc1ccccc1,33%[activator],2%,-1%,14%,4%,-1%,5%,-5%[10 µM]
Clc1ccc(CCNc2nc3ccccc3s2)cc1,-1%,-13%,u,-8%,-8%,-3%,-2%,1%
CCOc1ccccc1OCCOCCOc1ccccc1[N+](=O)[O-],-4%,-9%,-17%,u,-5%,-13%,4%,x
CN(C)C1C(=O)C(C(N)=O)=C(O)[C@@]2(O)C(=O)C3=C(O)c4c(O)ccc(Cl)c4C(O)[C@H]3C[C@@H]12 (stereo partly specified),u,-6%,-9%,-6%,x,-3%,9%,-7%
Cc1cccc(C)c1OCc1nnc(SCC(=O)Nc2ccccc2F)o1,6%,-8%,-16%,u,u,-2%,-6%,-9%[10 µM]
Cc1cc(C(=O)COC(=O)c2ccc[nH]c2=O)c(C)n1C1CC1,0%,-5%,7%,6%,-15%,8%,u,8%[10 µM]
COc1ccc(CNC(=O)C(=O)NCC2OCCN2S(=O)(=O)c2cccs2)cc1 (stereo unspecified),-3%,-3%,-14%,u,-6%,-3%,-11%,x
O=C(Cn1ncc2c3ccccc3n(Cc3ccccc3)c2c1=O)N1CCN(c2ncccn2)CC1,u,-25%,-25%,u,-8%,-7%,0%,2%
Nc1ncnc(Nc2ccc(F)cc2)n1,0%,-3%,0%,-10%,3%,-4%,19%,x
CSc1ccccc1NC(=O)CN(c1ccccc1)S(=O)(=O)N(C)C,1%,-6%,-8%,1%,14%,-3%,-5%,-1%[0.074 µM]

4 entries from above, with values under each structure:
Under each structure: JMJD2E inh | Tau fibril ThT | Tau fluor cs | ALDH1A1 block | HttQ103 aggreg | Tau FP inhib | SMN2 splice enh | HTT ATP protect
- CC1CCN(S(=O)(=O)c2cccc(-c3nnc(-c4cccnc4)o3)c2)CC1
→ 9% | -6% | -11% | 1% | -14% | -6% | 7% | -1%
- Cc1ccc(S(=O)(=O)NCc2ccc3[nH]c(C)cc3c2)cc1
→ -2% | -20% | u | u | -4% | 7% | -28% | 9%
- COc1cc(NC(=O)COC(=O)/C=C/c2ccccc2Cl)cc(OC)c1
→ u | 3% | -30% | u | 1% | u | -5% | x
- CC(=O)N1N=C(c2ccc(C)cc2)OC1c1ccc(C(C)C)cc1 (stereo unspecified)
→ -18% | u | -6% | 2% | -6% | 9% | u | 8%

Remaining list, next part
structure,JMJD2E inh,Tau fibril ThT,Tau fluor cs,ALDH1A1 block,HttQ103 aggreg,Tau FP inhib,SMN2 splice enh,HTT ATP protect
CCCCCOc1ccc(/C=C/C(=O)Nc2sc(C)c(C)c2C(=O)OCC)cc1OC,x,28µM*,-23%,x,x,u,-5%,x
O=C(CSc1nnc(-c2ccncc2)n1Cc1ccco1)Nc1nccs1,8%,-1%,-1%,1%,0%,-8%,-12%,0%[10 µM]
O=[N+]([O-])c1cccc(S(=O)(=O)c2ccc(NCCO)c([N+](=O)[O-])c2)c1,1%,-3%,-1%,-16%,-10%,8%,-17%,-33%[inhibitor]
Cc1ccc(CNC(=O)CCCOc2cc(=O)n(C)c3ccccc23)o1,-9%,-20%,-13%,20µM*,u,-20%,u,-10%[10 µM]
CC(C)CCN1CC(C(=O)NC(C)C)CC1=O (stereo unspecified),-5%,2%,4%,3%,-13%,1%,14%,-25%[0.074 µM]
CCOCCCNC(=S)NCCCNc1nc2c(C)c(C)ccc2cc1C#N,-8%,u,-27%,u,-14%[9.22 µM],5%,-17%,-14%[10 µM]
Cc1ccc(-c2cc(C(=O)NN3CCOCC3)c3cc(Br)ccc3n2)o1,u,u,-5%,u,17%,-4%,10%,-2%[10 µM]
COCCNC(=O)c1ccc2c(=O)n(CCCN3CCCC3=O)c(=S)[nH]c2c1,-1%,-4%,-6%,u,-3%,-4%,2%,-19%
COc1ccc(C(C[N+](=O)[O-])c2c(-c3ccccc3)cc3ccccn23)cc1OC (stereo unspecified),-1%,u,-12%,-2%,u,8%,-13%,-13%
Cc1ccc(-c2ccc(CCC(=O)O)n2NC(=O)c2ccco2)cc1,u,-8%,0%,4%,-1%,0%,-20%,10%
CCOC(=O)Cn1c(=O)c2c(nc(Br)n2Cc2ccc(Cl)cc2)n(C)c1=O,-2%,-4%,-4%,6%,1%,-3%,-29%,-20%[10 µM]
CCc1c(C)nc2ncnn2c1NCc1cccs1,0%,-4%,0%,-2%,-30%,7%,-62%[inhibitor],-6%[10 µM]
O=C(CN1CCN(c2ccccc2O)CC1)Nc1cc([N+](=O)[O-])ccc1Cl,-14%,u,u,22µM*,-9%[9.22 µM],3%,-3%,-12%
COCCN1CN=C(NS(=O)(=O)c2ccc(C)cc2)NC1,x,-8%,-10%,x,x,-3%,11%,x
CCCn1c(SCc2nc(-c3ccc(OC)cc3OC)no2)nnc1-c1ccc(Cl)cc1,x,u,-18%,x,x,5%,-10%,x
